LYPLA1 counter: LYPLA1 inhibitors, primary screen, counter-screen for PME1 inhibitor project, biochemical, fluorescence polarization, FP-Rh probe ABPP; AID 2174, 2009; 320,000 compounds, 0.16% hits; inhibition, % at 5.9 µM; Acyl-protein thioesterase 1 (Homo sapiens), O75608; recombinant LYPLA1;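 active means inhibition above the mean of all tested compounds plus 3 SD, set per campaign, cut at about 14% in these data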;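 further: inhibitors block serine hydrolase probe labeling of LYPLA1 so polarization falls; 0% = enzyme with DMSO and 100% = wells lacking LYPLA1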
Target sequence (O75608 whole entry, looked up): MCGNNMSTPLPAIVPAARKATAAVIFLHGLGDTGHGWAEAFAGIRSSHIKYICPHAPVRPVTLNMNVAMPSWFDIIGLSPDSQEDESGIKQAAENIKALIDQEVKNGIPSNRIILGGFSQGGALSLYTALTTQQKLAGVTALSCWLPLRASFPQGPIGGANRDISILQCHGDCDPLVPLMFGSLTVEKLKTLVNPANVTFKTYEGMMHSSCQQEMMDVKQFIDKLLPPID
PME-1 primary: PME-1 inhibitors via competitive probe labeling, primary screen, biochemical, fluorescence polarization, FP-Rh probe, HTS. 320,000 compounds, 0.53% hits. recombinant PME-1. AID 2130, 2009. Protein phosphatase methylesterase 1 (Homo sapiens), Q9Y570. inhibition, % at 5.9 µM;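 active means inhibition above the campaign mean of all compounds plus 3 SD, cut at about 26% in these data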;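 further: competitive labeling of PME-1 active site by serine hydrolase directed probe; 0% = PME-1 with DMSO and 100% = wells lacking PME-1 enzyme; inhibitors block probe labeling so polarization falls and inhibition rises; many of its hits are not listed in these tables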
Target sequence (Q9Y570 whole entry, looked up): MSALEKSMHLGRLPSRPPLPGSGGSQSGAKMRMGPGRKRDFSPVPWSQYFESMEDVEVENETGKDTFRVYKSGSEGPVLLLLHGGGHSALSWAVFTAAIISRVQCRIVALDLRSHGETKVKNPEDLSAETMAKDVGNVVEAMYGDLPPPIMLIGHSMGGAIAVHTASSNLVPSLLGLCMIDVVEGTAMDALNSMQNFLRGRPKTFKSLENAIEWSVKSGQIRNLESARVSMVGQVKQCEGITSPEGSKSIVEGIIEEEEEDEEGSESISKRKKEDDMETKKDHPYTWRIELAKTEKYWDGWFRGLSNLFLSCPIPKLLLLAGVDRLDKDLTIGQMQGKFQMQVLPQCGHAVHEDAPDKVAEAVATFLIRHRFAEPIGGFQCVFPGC
PAFAH1B2 FP inh: PAFAH1B2 enzyme inhibitors, primary screen, biochemical, fluorescence polarization, human; recombinant PAFAH1B2, FP-rhodamine activity probe; inhibition, % at 3.39 µM; 340,000 compounds, 1.2% hits; AID 492953, 2010;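 active means inhibition above the mean of all tested compounds plus 3 SD, cut at about 24% in these data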;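 further: 0% = enzyme with DMSO and 100% = wells lacking PAFAH1B2; many of its hits are not listed in these tables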
Target sequence (P68402 whole entry, looked up): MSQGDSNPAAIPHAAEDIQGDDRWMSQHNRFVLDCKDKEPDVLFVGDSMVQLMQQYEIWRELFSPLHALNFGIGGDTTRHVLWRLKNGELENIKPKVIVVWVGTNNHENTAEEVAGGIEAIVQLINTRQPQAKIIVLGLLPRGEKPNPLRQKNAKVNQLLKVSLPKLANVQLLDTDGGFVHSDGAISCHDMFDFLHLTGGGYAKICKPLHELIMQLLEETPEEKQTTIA
PAD4 FP inh: human PAD4 inhibitors, primary screen, biochemical, fluorescence polarization, 1536-well format; AID 485272, 2010; recombinant PAD4, RCA probe fluorescence polarization; inhibition, % at 6.36 µM; 330,000 compounds, 0.41% hits; Protein-arginine deiminase type-4 (Homo sapiens), Q9UM07;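 active means percent inhibition above a cutoff equal to the mean of all tested compounds plus 3 SD, cut at about 15% in these data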;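 further: 0% = PAD4 with RCA probe and DMSO and 100% = probe without PAD4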
PAFAH1B3 FP inh: PAFAH1B3 enzyme inhibitors, primary screen, biochemical, fluorescence polarization, human; inhibition, % at 3.39 µM; 340,000 compounds, 0.28% hits; AID 492972, 2010; Platelet-activating factor acetylhydrolase IB subunit alpha1 (Homo sapiens), Q15102; recombinant PAFAH1B3, FP-rhodamine probe;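 active means inhibition above the screen-wide average of all tested compounds plus 3 SD, cut at about 25% in these data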;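 further: 0% = enzyme with DMSO only and 100% = wells lacking PAFAH1B3 protein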
LYPLA2 counter: LYPLA2 inhibitors, primary screen, counter-screen for PME1 inhibitor project, biochemical, fluorescence polarization, FP-Rh probe ABPP | recombinant LYPLA2 | 320,000 compounds, 0.38% hits | inhibition, % at 5.9 µM;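 active means inhibition above the screen-wide mean plus 3 SD, limit set per campaign, cut at about 26% in these data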;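 further: 0% = LYPLA2 with DMSO and 100% = wells lacking LYPLA2 enzyme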
PREPL inh: PREPL enzyme inhibitors, primary screen, biochemical, fluorescence polarization. Prolyl endopeptidase-like (Homo sapiens), Q4J6C6. recombinant PREPL, fluorescence polarization activity-based probe. inhibition, % at 5.96 µM. 320,000 compounds, 0.68% hits; in the data active means inhibition above about 43%;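 further: 0% = enzyme with DMSO and 100% = wells lacking enzyme; many of its hits are not listed in these tables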
GSTO1 counter: inhibitors of recombinant GSTO1, primary screen, counter-screen for RBBP9 inhibitor project, biochemical, fluorescence polarization; Glutathione S-transferase omega-1 (Homo sapiens), P78417; activity-based probe fluorescence polarization; inhibition, % at 5.96 µM; AID 1974, 2009; 300,000 compounds, 1.1% hits;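 active means inhibition above the campaign mean inhibition plus 3 SD, cut at about 35% in these data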;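 further: 0% = GSTO1-1 with DMSO and 100% = wells lacking GSTO1-1 enzyme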
pPAFAH FP inh: pPAFAH enzyme inhibitors, primary screen, biochemical, fluorescence polarization, human | Platelet-activating factor acetylhydrolase (Homo sapiens), Q13093 | recombinant pPAFAH, FP-rhodamine probe fluorescence polarization | inhibition, % at 3.39 µM | 330,000 compounds, 1.5% hits;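 active means inhibition above the mean inhibition across the screen plus 3 SD, cut at about 25% in these data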;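 further: inhibitors block binding of the rhodamine activity-based probe so polarization drops; 0% = enzyme with DMSO and 100% = wells lacking pPAFAH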
The depositor's hits bear a star; x = no result given. The list is partial; rates above refer to the full screens.

SMILES | LYPLA1 counter | PME-1 primary | PAFAH1B2 FP inh | PAD4 FP inh | PAFAH1B3 FP inh | LYPLA2 counter | PREPL inh | GSTO1 counter | pPAFAH FP inh
CCOc1ccc(N(CC(=O)NCc2cccc(OC)c2)S(=O)(=O)c2c(C)noc2C)cc1 | -1 | 5 | -5 | -3 | 1 | -4 | -13 | 0 | 1
CCN(CC)S(=O)(=O)c1cccc(-c2nnc(SCC(=O)c3cc(C)n(C)c3C)o2)c1 | 0 | 4 | -2 | 0 | 9 | -4 | 1 | -3 | 0
COCCCn1c(SCc2cc(=O)[nH]c3ccccc23)nnc1-c1ccco1 | 1 | 3 | 3 | 3 | -1 | 0 | 1 | -4 | 3
Cn1c(-n2c(-c3ccco3)nc3ccccc3c2=O)nc2ccccc21 | -2 | -9 | 0 | 1 | 7 | -2 | 14 | -1 | -2
CCc1ccc(OCC(=O)NC2CCCCC2)c(Br)c1 | -3 | -1 | 6 | -1 | 8 | 0 | 5 | -3 | 24
Cc1c(Cl)cccc1-n1c(SCC(=O)N2CCC(C(=O)O)CC2)nnc1-c1ccncc1 | 1 | 2 | 7 | -1 | -1 | 0 | 2 | 16 | 2
O=C(CCc1nc2ccccc2c(=O)[nH]1)OCc1nnc(-c2ccccc2)o1 | 2 | -2 | 0 | -3 | 1 | 0 | 7 | 11 | 8
CN(C(=O)CSc1ncnc2sccc12)C1CCCCC1 | -3 | 1 | 9 | -3 | 6 | -3 | 3 | x | 3
CC(Sc1nnc(CN2CCCC2)n1Cc1ccccc1)C(=O)Nc1ccccc1 (configuration not stated) | 3 | -7 | 0 | 5 | 0 | 5 | 4 | x | 5
COCc1[nH][nH]c(=O)c1C=Nc1ccc(C(F)(F)F)cc1 | -2 | 8 | 0 | 1 | 8 | -3 | 2 | -2 | 2
CCCCNC(=O)COC(=O)c1ccc(C)c(NC(=O)c2ccco2)c1 | 0 | -5 | -2 | 0 | 1 | 4 | 2 | -1 | 4
CCOC(=O)c1csc(N/N=C2\CCCc3ccccc32)n1 | 2 | 9 | 3 | -6 | 1 | 3 | -12 | 13 | 11
Cc1ccnc(NS(=O)(=O)c2ccccc2)n1 | 2 | 2 | -1 | 2 | -7 | -3 | -4 | 2 | 4
CC(Nc1ncnc2sccc12)c1ccccc1 (configuration not stated) | 5 | -5 | 9 | -5 | 8 | 3 | 6 | -4 | -2
COc1ccc(NC(C)=O)cc1S(=O)(=O)NC1CCSc2ccccc21 (configuration not stated) | 4 | 11 | 4 | -3 | -3 | 10 | -5 | 10 | 3
COc1ccccc1Nc1ccc2nonc2c1[N+](=O)[O-] | 7 | -1 | 2 | -5 | 1 | 4 | 12 | 5 | 0
O=C(NNC1=NS(=O)(=O)c2ccccc21)C1CC(=O)N(c2ccccc2)C1 (configuration not stated) | 1 | -2 | 0 | 7 | 8 | 3 | 6 | 6 | 3
C[C@@H]1C(=O)O[C@H]2[C@H](O)[C@@]34[C@H]5C[C@@H](C(C)(C)C)[C@]36[C@@H](OC(=O)[C@@H]6O)O[C@@]4(C(=O)O5)[C@@]12O | -2 | -3 | 6 | -3 | 3 | -1 | 6 | 3 | 3
C=CCn1c(SCC(=O)NC2CCS(=O)(=O)C2)nnc1-c1ccncc1 (configuration not stated) | -5 | 0 | 3 | 1 | 3 | -5 | 3 | 2 | 6
CC(=O)N(c1ccccc1)c1nnc(-c2cnc(C)cn2)s1 | -6 | 2 | 2 | 1 | 10 | -2 | 8 | 10 | 2
O=C1CC(N2CCC(Cc3ccccc3)CC2)C(=O)N1CCc1ccccc1 (configuration not stated) | 3 | 2 | 10 | -3 | 8 | 0 | 20 | 0 | 5
Cc1c(CCC(=O)O)c(=O)n2c([nH]c3ccccc32)c1C#N | -1 | 0 | 1 | 3 | 2 | 1 | 12 | -11 | 3
O=CNc1ccc(OC(=O)c2cncc(Br)c2)cc1 | 1 | -4 | 2 | 3 | 6 | -2 | 3 | 5 | 4
COC(=O)CSc1nnc(-c2ccccc2O)n1-c1ccc(C)cc1 | 1 | 1 | 2 | 1 | 6 | 1 | 2 | -6 | 7
O=C(c1ccc2nc(N3CCOCC3)sc2c1)N1CCCC1 | 0 | 2 | -1 | -3 | -4 | 0 | 11 | -1 | 0
(cont.)
SMILES | LYPLA1 counter | PME-1 primary | PAFAH1B2 FP inh | PAD4 FP inh | PAFAH1B3 FP inh | LYPLA2 counter | PREPL inh | GSTO1 counter | pPAFAH FP inh
O=C(NCc1ccc(F)cc1)C(Cc1ccccc1)NS(=O)(=O)c1cccs1 (configuration not stated) | 0 | -4 | 8 | 7 | 2 | -10 | -3 | 0 | -10
CCOc1ccc(S(=O)(=O)N2CCN=C2Cc2ccccc2)cc1C | -2 | -2 | 0 | 0 | -2 | -3 | -4 | 5 | 4
COc1ccc(C(NC(=O)/C=C/c2ccco2)c2ccc(OC)cc2)cc1 | -9 | -6 | 0 | -5 | 0 | -9 | -7 | -7 | 27*
CCCOc1ccc(C(=O)CCNC(Cc2c[nH]c3ccccc23)C(=O)O)cc1 (configuration not stated) | -9 | 2 | -1 | -2 | 4 | -9 | -11 | -3 | 0
O=C(O)CC/C(=N\NC(=O)CNC(=O)c1ccc(F)cc1)c1ccccc1 | 1 | -6 | 3 | 18* | -6 | 2 | -8 | -2 | 2
CN1C(C(=O)NCc2ccco2)=CC(c2ccc(F)cc2)=NS1(=O)=O | 0 | 5 | -7 | 0 | -7 | -4 | 4 | -1 | 67*
O=C(Cc1ccc(-n2c(=O)c3ccccc3n(Cc3ccccc3F)c2=O)cc1)NCC1CCCO1 (configuration not stated) | -4 | 0 | 3 | -4 | 6 | 7 | 1 | -1 | 8
S=C(N/N=C1\C2CN3CCN(C2)CC1(c1ccccc1)C3)Nc1ccccc1 | 2 | -7 | 4 | -1 | 2 | -2 | 0 | 9 | 4
CN(C)S(=O)(=O)c1ccc(Cl)c(NC(=O)COC(=O)CNC(=O)c2ccco2)c1 | 0 | -1 | 5 | -3 | -1 | 0 | 13 | 7 | 3
O=C(c1nn2c(C(F)(F)F)cc(-c3cccs3)nc2c1Br)N1CCCc2ccccc21 | -3 | -12 | -6 | -7 | 5 | -7 | 1 | -8 | 0
Nc1c(Cl)ncnc1NCCc1ccc(O)cc1 | 1 | 6 | 4 | 2 | 1 | 4 | 3 | 5 | -4
C#CCOCCOCCOCCNc1nc(N2CCN(C(=O)[C@H](CCC(=O)O)n3cc([C@@H](N)CCCCN)nn3)CC2)nc(N2CCN(C(=O)[C@H](CCC(=O)O)n3cc([C@@H](N)CCCCN)nn3)CC2)n1 | x | x | -1 | -3 | 5 | x | 1 | x | 5
Cc1ccc(OCC(=O)N2N=C(c3ccncc3)CC2(O)C(F)(F)F)cc1C (configuration not stated) | 1 | 11 | 2 | -1 | 0 | 4 | 4 | 9 | 6
CCC(NC(=O)c1ccccc1Br)c1ccccc1 (configuration not stated) | -1 | -3 | 2 | 1 | 15 | -1 | 3 | -1 | 0
CN(C)S(=O)(=O)N1CCC(Oc2ccc(C(=O)NCc3cnn(C)c3)cc2)CC1 | 4 | -1 | 6 | -2 | 5 | 3 | -2 | 16 | 0
COc1ccc(C(=O)CC(=O)C(=O)Nc2ccccc2C(F)(F)F)cc1 | -2 | -7 | 2 | 0 | 12 | 5 | -5 | 6 | 10
Cc1ccc(OCC(=O)c2cc(C)n(Cc3cccs3)c2C)c([N+](=O)[O-])n1 | -2 | 0 | 4 | -2 | 11 | 13 | 1 | 17 | 8
Cc1ccc2nc(SCC(=O)NNC(=O)c3ccccc3)[nH]c2c1 | -4 | -3 | 3 | 2 | 3 | -4 | 6 | 1 | 0
CC(C)(C)Nc1nc(Cl)nc(NCc2ccccc2)n1 | 3 | 3 | 9 | 3 | -1 | -1 | -5 | -1 | 4
COc1ccc(C2NC(=S)NC(O)(C(F)(F)F)C2C(=O)c2cccs2)cc1 (configuration not stated) | 0 | 8 | 1 | 1 | 3 | -5 | -28 | -5 | -2
O=C(Nc1ccc(-c2ccc3nncn3n2)cc1)C1CCCC1 | 2 | -2 | 0 | -3 | 4 | 1 | -1 | -12 | 6
Cc1nc(C)n(C(=O)N(c2ccccc2)c2ccccc2)n1 | -2 | 2 | 5 | 5 | 0 | 1 | 3 | -3 | 5
CCOC(=O)c1ccc(NC(=O)CSc2nncn2-c2cccnc2)cc1 | 0 | -6 | -4 | -6 | 8 | -5 | -17 | 1 | -6

Reformatted as tab-separated lines: part of the list above.
Molecule	LYPLA1 counter	PME-1 primary	PAFAH1B2 FP inh	PAD4 FP inh	PAFAH1B3 FP inh	LYPLA2 counter	PREPL inh	GSTO1 counter	pPAFAH FP inh
COc1ccc(C(=O)CC(=O)C(=O)Nc2ccccc2C(F)(F)F)cc1	-2	-7	2	0	12	5	-5	6	10
Cc1ccc(OCC(=O)c2cc(C)n(Cc3cccs3)c2C)c([N+](=O)[O-])n1	-2	0	4	-2	11	13	1	17	8

Single records (already shown). Order of values: LYPLA1 counter	PME-1 primary	PAFAH1B2 FP inh	PAD4 FP inh	PAFAH1B3 FP inh	LYPLA2 counter	PREPL inh	GSTO1 counter	pPAFAH FP inh
C#CCOCCOCCOCCNc1nc(N2CCN(C(=O)[C@H](CCC(=O)O)n3cc([C@@H](N)CCCCN)nn3)CC2)nc(N2CCN(C(=O)[C@H](CCC(=O)O)n3cc([C@@H](N)CCCCN)nn3)CC2)n1 as listed: x	x	-1	-3	5	x	1	x	5
CCC(NC(=O)c1ccccc1Br)c1ccccc1 (configuration not stated) as listed: -1	-3	2	1	15	-1	3	-1	0
CN1C(C(=O)NCc2ccco2)=CC(c2ccc(F)cc2)=NS1(=O)=O as listed: 0	5	-7	0	-7	-4	4	-1	67*
Cc1ccc(OCC(=O)c2cc(C)n(Cc3cccs3)c2C)c([N+](=O)[O-])n1 as listed: -2	0	4	-2	11	13	1	17	8
COc1ccc(C(NC(=O)/C=C/c2ccco2)c2ccc(OC)cc2)cc1 as listed: -9	-6	0	-5	0	-9	-7	-7	27*

Compound activity: PubChem, The Scripps Research Institute Molecular Screening Center
